# Coupling enz: inhibits coupling enzyme system, counter-screen for aldolase hits | coupling enzyme system counterscreen, AmpLite Red fluorescence | activity change, negative = inhibition, % at 58.2 µM, hits read low | hit rate 0.67% among 290,000 | AID 2472; in the data active = activity change below about -30%; note: % is set by controls: 0 for no effect and ±100 for the full control effect
#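 Counterscreen of the coupled detection system alone, without aldolase: glyceraldehyde-3-phosphate coupling enzymes plus AmpLite Red readout. Compounds at 57.5 uM final, 10 min RT preincubation, 20 min RT reaction, fluorescence 525/598 nm.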
# GALK inhibitor: galactokinase (human) inhibition; P51570; Purified GALK, Kinase-Glo residual ATP luminescence; Potency, µM (top dose mostly 57.5 µM), without a hit: top-dose activity change, negative = inhibition, most hits filed as inhibitors; hit rate 0.007% among 270,000; AID 1868; note: potency is the fitted concentration of half-maximal effect; % is set by controls: 0 for no effect and ±100 for the full control effect
#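 The enzyme phosphorylates galactose (100 uM) using ATP (35 uM); inhibition is detected as higher residual ATP, quantified by bioluminescence after 1 h reaction at room temperature, pH 8.0.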
# TSHR antag: blocks TSH signaling through the human TSH receptor; AID 504810; P16473; activity change, negative = inhibition, % at 11.5 µM; hit rate 0.2% among 330,000; TSHR-expressing cells, TSH-stimulated cAMP HTRF, 2 h; hits give low values;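 active = activity change below a set negative limit, meaning inhibition stronger than a set level, cut at about -70% in these data; inconclusive = activity change between two set negative limits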; note: % is set by controls: 0 for no effect and ±100 for the full control effect
# Target sequence (P16473 whole entry, looked up): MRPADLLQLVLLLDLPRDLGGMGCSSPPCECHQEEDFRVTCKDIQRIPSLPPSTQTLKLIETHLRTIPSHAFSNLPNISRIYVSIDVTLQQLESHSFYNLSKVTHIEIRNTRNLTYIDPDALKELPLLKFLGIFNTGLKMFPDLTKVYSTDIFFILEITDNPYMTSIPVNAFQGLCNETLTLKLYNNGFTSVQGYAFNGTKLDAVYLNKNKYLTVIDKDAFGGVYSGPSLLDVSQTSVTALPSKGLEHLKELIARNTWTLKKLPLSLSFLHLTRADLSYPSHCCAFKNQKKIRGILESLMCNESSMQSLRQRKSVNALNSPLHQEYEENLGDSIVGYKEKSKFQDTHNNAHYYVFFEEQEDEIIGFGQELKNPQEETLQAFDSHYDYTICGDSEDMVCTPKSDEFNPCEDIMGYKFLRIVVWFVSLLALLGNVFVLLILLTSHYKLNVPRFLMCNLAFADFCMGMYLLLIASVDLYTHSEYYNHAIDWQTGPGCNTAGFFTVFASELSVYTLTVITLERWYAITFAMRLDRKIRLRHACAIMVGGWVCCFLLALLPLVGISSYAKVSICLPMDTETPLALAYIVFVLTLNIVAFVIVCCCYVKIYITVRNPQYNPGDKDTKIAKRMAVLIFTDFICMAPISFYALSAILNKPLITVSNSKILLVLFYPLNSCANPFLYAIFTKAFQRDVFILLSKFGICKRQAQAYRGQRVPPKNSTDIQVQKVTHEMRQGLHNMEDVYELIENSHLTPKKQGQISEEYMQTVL
#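 Antagonism was scored as loss of TSH-driven cAMP in TSHR cells, stimulated with 4nM TSH (EC80) for 2 hours at 37 deg C and detected by homogeneous HTRF competition immunoassay.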
# A-T KAP1 phos: candidate therapy for ataxia-telangiectasia; […] A-T fibroblasts, KAP-1 phosphorylation AlphaLISA; neocarzinostatin DNA damage 30 min before lysis; Potency, µM (top dose mostly 57.5 µM), inactives show at the highest dose activation, usual class: activators; hit rate 0.19% among 320,000; AID 485349; note: potency is the fitted concentration of half-maximal effect; % of control where 0% means no effect; nearly all actives have a fitted effect of over 45% in size
#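 ATM-like activity read as KAP-1 phosphorylation via AlphaLISA donor/acceptor antibody pairs after lysis and 6 hr at 25C. Cells were ATM-null patient fibroblasts ([…], hTERT), dosed 60 min, then exposed to the DSB inducer NCS for 30 min.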
# Giardia kill: kills Giardia lamblia; hit rate 0.15% among 340,000; Giardia lamblia trophozoite viability; activity change, % at 7.66 µM, hits read low; in the data active = activity change below about -80%; inconclusive = between about -30% and that limit;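 note: parasites exposed to compound for two days anaerobically before the ATP read; % is set by controls: 0 for no effect and ±100 for the full control effect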
#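 Giardia lamblia trophozoites (100 cells/well) were incubated with compounds for 48 h at 37 deg C under anaerobic conditions. Viability was read as ATP content by one-step luminescence after 15-30 min at room temperature.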
# Tb PFK inh: blocks T. brucei phosphofructokinase; O15648; T. brucei PFK, ADP-Glo luminescence; Potency, µM (highest dose often 57.5 µM), inactives show at the highest dose activity, negative = inhibition, usual class: inhibitors; hit rate 0.17% among 330,000;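 note: potency is the fitted concentration of half-maximal effect; 0% = uninhibited 1x PFK enzyme wells and -100% = no-enzyme wells; nearly all actives have a fitted effect of over 60% in size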
#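 In TEA buffer at pH 8.0 with 5 mM MgCl2, enzyme (1.25 nM) converted F6P (0.5 mM) and ATP (0.1 mM) for 45 min at room temperature. ADP product was read by luciferase luminescence.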
# TCR act: activates T cell receptor signaling; primary human leukocytes, anti-CD3, IL-2 HTRF, 48 h; Potency, µM (doses to about 9.22 µM), without a hit: at the top dose activation of IL-2 secretion, actives largely listed as activators; 330,000 tested, under 10 active; note: % of control where 0% means no effect
#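 Primary human leukocytes receive a-CD3 beads and test compound and are incubated 48 hr. Secreted IL-2 is then assayed by HTRF, measuring 665nm acceptor emission after 320nm excitation of the europium donor.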
# CXXC DNA block: inhibitors of human MLL CXXC domain-DNA interaction; Q03164; MLL-CXXC / FITC-HOXA9 DNA fluorescence polarization; Potency, µM (top dose mostly 115 µM), inactives show top-dose activity change, negative = inhibition, actives largely listed as inhibitors; hit rate 0.037% among 290,000; active = well fitted inhibition curve with a large enough effect in the polarisation, with a control signal flat, not every such curve was filed as active; inconclusive = small, poorly fitted or top-dose-only effect, or effect the other way, or a change in a side signal; inactive = no such curve, though single readings can be large or run the other way; the % refers to the polarisation; note: potency is the fitted concentration of half-maximal effect
#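 Steps: dispense CXXC domain solution (7 uM) → pin compounds or unlabeled HOX-A9 DNA control → 5 min ambient → add FLSN-HOX-A9 solution (50 nM) → spin → 30 min ambient → fluorescence polarization. Tris pH 7.5/NaCl/DTT/BSA buffer.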
# BCR signal inh: blocks chronic active B-cell receptor signaling. ABC-DLBCL IkBa-CBG/CBR reporter, luminescence ratio, 4 h. Potency, µM (highest dose often 46.1 µM), for the others: top-dose ratio change, negative = lower green/red ratio, most hits filed as inhibitors. hit rate 0.05% among 340,000; active = well fitted inhibition curve with a large enough effect in the signal ratio, with a control signal flat, not every such curve was filed as active; inconclusive = small, poorly fitted or top-dose-only effect, or effect the other way, or a change in a side signal; the % refers to the signal ratio;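 note: potency is the fitted concentration of half-maximal effect; plate controls were basal doxycycline-induced cells for no effect and cells given 10 µM MG132 for full effect; MG132 reads +100%, hits lower the ratio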
#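 Concentration-response series (up to 46 uM) were applied to TMD8 dual-reporter cells for 4 h at 37C with doxycycline. Green/red ratio, after filter-overlap correction, defined %Activity; red signal alone was normalised to basal cells and zero luminescence.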
# hERG WT inh: KCNH2 (human, wildtype) channel inhibition | Q12809 | U2OS, BacMam KCNH2, thallium flux FluxOr; hits give low values | activity change, % at 1.84 µM | hit rate 0.37% among 340,000 | AID 720551;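 active = maximum activity change below -70%; inconclusive = maximum activity change between -70% and -50%; inactive = maximum activity change above -50%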; note: % is set by controls: 0 for no effect and ±100 for the full control effect
#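 U2OS cells transduced with wild-type KCNH2 virus are loaded with FluxOr dye for 45 min, and thallium flux is measured in kinetic reads before and after stimulation buffer. Rate constants are normalized to DMSO controls.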
# Numbers without * were called inactive; ? = inconclusive; nt = no result given; [ ] = another dose, or the depositor's remark. Unless noted, calls come from the whole dose curve; as a rule, active = well fitted curve in the direction sought with a large enough effect; inconclusive = small, poorly fitted or top-dose-only effect, or another doubt; inactive = no such curve, though single readings can be large; an effect the other way counts as inactive or inconclusive.
SMILES,Coupling enz,GALK inhibitor,TSHR antag,A-T KAP1 phos,Giardia kill,Tb PFK inh,TCR act,CXXC DNA block,BCR signal inh,hERG WT inh
COc1ccc(NS(=O)(=O)c2ccc3nc(COc4ccc(Cl)c(C)c4)[nH]c3c2)cc1,-2,0%,21,3%,-9,-17%,2%[46.1 µM],5%,-15%,-2
COC(=O)CN(C)C(=O)c1ccc2nc(Cc3cccc(Cl)c3)oc2c1,2,3%,-1,1%,-2,-14%,1%,-1%,0%,3
COc1ccc(NC(=O)CSc2ncnc3c2cnn3CCc2ccccc2)cc1,2,nt,-3,12%,-7,-6%,-1%,7%,4%,-4
Cc1ccc(C(=O)N/C(=C\c2cn(C)c3ccccc23)C(=O)NCCCN2CCOCC2)cc1,nt,5%,-7,3%,-11,-14%,4%,2%,4%,16
CS(=O)(=O)N(CC(=O)N1CCCCC1)c1ccc(Cl)c(C(F)(F)F)c1,-1,0%,-40,15%,-2,4%,-6%,-1%,7%,-15
CC(C)Oc1ccc(Cc2cnc(=S)[nH]c2N)cc1,0,4%,-6,9%,-18,0%,-3%,0%,-3%,-17
Cc1ccc2[nH]c(-c3ccccc3)c(CN3CCCC3)c(=O)c2c1,0,1%,-6,5%,11,-3%,4%,-10%,7%,1
Cc1cccc(CCNS(=O)(=O)c2ccc3c(c2)NC(=O)C(C)S3)c1 (configuration not stated),-1,1%,-5,6%,6,0%,3%,5%,-5%,11
S=C(NCCc1ccccc1)N1CCN(C2CCCCC2)CC1,2,1%,-7,-3%,-3,1%,4%,-8%,-1%,16
Cc1ccccc1-c1nc(CS(=O)(=O)CC(=O)NCc2ccc(F)cc2)c(C)o1,1,nt,1,0%,-13,2%,3%,nt,-8%,11

# Single records (already shown). Order of values: Coupling enz	GALK inhibitor	TSHR antag	A-T KAP1 phos	Giardia kill	Tb PFK inh	TCR act	CXXC DNA block	BCR signal inh	hERG WT inh
# Record of Cc1ccccc1-c1nc(CS(=O)(=O)CC(=O)NCc2ccc(F)cc2)c(C)o1 = 1	nt	1	0%	-13	2%	3%	nt	-8%	11
# Record of COc1ccc(NS(=O)(=O)c2ccc3nc(COc4ccc(Cl)c(C)c4)[nH]c3c2)cc1 = -2	0%	21	3%	-9	-17%	2%[46.1 µM]	5%	-15%	-2
# Record of Cc1ccc(C(=O)N/C(=C\c2cn(C)c3ccccc23)C(=O)NCCCN2CCOCC2)cc1 = nt	5%	-7	3%	-11	-14%	4%	2%	4%	16

# The list goes on.
SMILES,Coupling enz,GALK inhibitor,TSHR antag,A-T KAP1 phos,Giardia kill,Tb PFK inh,TCR act,CXXC DNA block,BCR signal inh,hERG WT inh
COc1ccccc1C(CNc1ncnc2sc(C)c(C)c12)N(C)C (configuration not stated),-1,-6%,-12,-9%,2,-1%,0%,-2%,?,15
Cc1ccc(-n2nnnc2CNC(=O)C2CC(=O)N(c3ccc(F)cc3)C2)cc1C (configuration not stated),nt,nt,6,-1%,8,-16%,3%,nt,-2%,-6
Cc1cc(C)c(NC(=O)Cn2nc(-c3ccccc3)nc2-c2ccccc2)c(C)c1,2,nt,-6,-3%,-4,0%,8%[46.1 µM],2%,-1%,-2
Cc1cc(C)c(S(=O)(=O)Nc2ccccc2C(=O)OCC(=O)NCc2ccccc2)c(C)c1,0,7%,-14,3%,-6,-11%,-1%,7%,2%,-10
COc1ccc(OCC(=O)OC(C)CN2CCOCC2)cc1 (configuration not stated),2,-2%,8,nt,-26,1%,5%[46.1 µM],4%,-13%,1
CCOC(=O)Cn1c(C(=O)OCC)cc2sccc21,-9,0%,9,-4%,-18,6%,-1%,2%,11%,4
Cc1cccc(NC(=S)N/N=C/c2cccc([N+](=O)[O-])c2)c1,-2,0%,-6,8%,0,-3%,12%,15%,?,18
O=C(NCc1ccccn1)Nc1ccc(Br)cc1,-1,0%,0,1%,6,-2%,-1%,34%[activator],4%,3
Cc1cccc(C)c1NC(=O)Cn1c(=O)n(CCCC(=O)NCc2ccco2)c(=O)c2sccc21,3,4%,7,10%,16,3%,0%,-18%,?,14
Cc1ccc(N(C(=O)c2csnn2)C(C(=O)NC2CCCC2)c2ccccn2)c(C)c1 (configuration not stated),2,8%,4,-4%,12,1%,-4%,7%,-7%,-7
CCOc1ccccc1OCCCNCc1ccccc1,-1,3%,3,-1%,-1,-1%,nt,-11%,?,4
Cc1ccc2cc(C#N)c(N3CCN(C(=O)c4ccccc4)CC3)nc2c1,-5,0%,-5,1%,-26,-16%,-12%,2%,1%,6
O=C(Nc1cccc(NC(=O)c2cccnc2Cl)c1)c1ccco1,0,1%,7,0%,3,-5%,-7%[46.1 µM],2%,?,-8
CCOc1ccc(NC(=O)C2CC(=O)N(C)C(=Nc3ccc4c(c3)OCO4)S2)cc1 (configuration not stated),0,2%,41,11%,12,3%,3%,-3%,-10%,-2
CCN(CC)CCCC(C)NC1=NCCCCC1 (configuration not stated),1,-2%,-10,4%,2,-2%,9%,-2%,-1%,0
Cc1cccc(N2CCN(C(=O)c3ccccc3NC(=O)C3=CSCCO3)CC2C)c1 (configuration not stated),-2,-2%,11,2%,11,1%,1%,-1%,7%,10
CC(=O)C(C)Sc1nnc(-c2ccccc2F)n1C1CC1 (configuration not stated),-1,0%,0,5%,8,-10%,-3%,-12%,0%,5
COc1ccccc1-c1noc(CSc2nc(N)cc(=O)[nH]2)n1,0,0%,12,-5%,4,-5%,-2%,4%,?,-2
Cc1cc2oc(=O)cc(CSc3nc(N)cc(N)n3)c2cc1C(C)C,6,2%,8,nt,-4,-2%,-3%,-3%,-1%,-18
CC(=O)N1c2ccc(S(=O)(=O)N3CCC(C(=O)NC4CCCC(C)C4C)CC3)cc2CC1C (configuration not stated),-8,nt,-36,1%,-15,4%,-7%,0%,5%,8
CCOC(=O)c1c(C)[nH]c(C)c1S(=O)(=O)NCCc1ccco1,4,9%,3,-11%,16,0%,4%,0%,-21%,-16
Cc1cc(C)cc(NC(=O)Cn2nnc(C(=O)NCc3cccs3)c2N)c1,nt,-3%,13,-2%,-9,3%,2%,-6%,17%,-3
CCOC(=O)c1cnc(SCC(=O)Nc2ccc3c(c2)OCCO3)nc1N,8,-5%,-2,-3%,15,2%,3%,-3%,16%,-7
O=C(NC(Cc1ccccc1)C(=O)O)/C(=C\c1ccco1)NC(=O)c1ccccc1Br (configuration not stated),-11,0%,3,-4%,-11,5%,6%[46.1 µM],-12%,-7%,-8
CC(=O)N1CCN=C1SCc1ccc(Cl)cc1,0,1%,-2,-1%,7,-2%,0%,-6%,5%,11
CC(C)C(Sc1nc(-c2ccccc2)cc(-c2ccccc2)c1C#N)C(=O)O (configuration not stated),0,6%,-7,-6%,-5,-18%,-1%,1%,?,3
CCOc1ccc(N(C(C)C(=O)N2CCOCC2)S(C)(=O)=O)cc1 (configuration not stated),-1,-3%,13,-3%,-1,0%,6%,11%,0%,-13
COc1cccc(/C=C2/CN(C)CC3=C2OC(N)=C(C#N)C3c2cccc(OC)c2)c1 (configuration not stated),-3,-4%,-11,4%,-7,4%,-3%[46.1 µM],23%,-4%,11
COCc1cc(C)nc(NC2CCCCC2)c1C#N,0,-2%,21,36%,-7,13%,0%,-5%,5%,-10
O=C1CN=C(Nc2ccccc2Cl)N1c1ccccc1,nt,1%,53,10%,-4,-8%,-2%,-15%,-7%,-2
C=CCn1c(=O)c2ccc(C(=O)NCc3ccccc3)cc2n(Cc2ccc(C)cc2)c1=O,12,nt,34,-14%,37[activator],0%,-2%,6%,0%,-4
Cc1cccc(N2CCN(C(=O)C(Cc3ccccc3)n3cccc3)CC2)c1C (configuration not stated),0,-3%,-43,5%,-2,-1%,8%,-12%,1%,8
Cc1ccc(NC(=O)c2ccc(Nc3ccccc3F)nc2)cc1,-4,0%,-3,3%,6,2%,13%[46.1 µM],3%,4%,-11
COc1cc(Br)cc(C2C3=C(CCCC3=O)N(c3ccc(F)cc3)C3=C2C(=O)CCC3)c1O,-1,-1%,-3,-3%,2,2%,nt,-3%,-2%,1
Cc1ccc(NC(=O)CSc2nnc(-c3cc(C)[nH]n3)n2N)c(C)c1,nt,5%,9,-5%,-6,1%,-2%,2%,-1%,8
Cc1cc(OCc2cc(C(=O)N(C)Cc3nonc3C)no2)cc(C)c1Cl,0,9%,-4,6%,0,2%,-15%,8%,-6%,1
CCCCNC(=O)C1CC(=O)N(CCc2ccc(C)cc2)C1 (configuration not stated),0,-4%,4,5%,1,0%,-17%,2%,6%,22
CC1(C)C2CCC1(CS(=O)(=O)N1CCN(c3ccccc3F)CC1)C(=O)C2 (configuration not stated),-1,7%,4,4%,1,-2%,0%,42%[activator],10%,2
CC(/C=N/NC(=O)Cc1cccs1)=C\c1ccccc1,2,1%,9,-6%,-28,-2%,0%[46.1 µM],-1%,?,16
Cc1cc(C)n(CCC(=O)N/N=C/c2cccc([N+](=O)[O-])c2)n1,1,6%,-7,-27%,-12,-4%,-8%,-2%,2%,-2
